IL2 activator: activators of IL-2. IL-2 activation reporter assay, cell-based qHTS; stimulated with anti-CD3/CD4/CD28 beads; in transgenic mouse T cells. activation, % (series mostly up to about 46 µM). 0.065% of 360,000 active. AID 652025; in the data active = activation above about 50%; inconclusive = mostly about 30% to 49%; note: 0% is about no effect
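Unstimulated transgenic mouse T cells; 60-min compound exposure; bead-based TCR/CD4/CD28 stimulation; 18 h culture, 37 degrees C; dual fluorescence (EGFP, DsRed) plate cytometry.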
PI5P4K alpha inh: PI5P4K alpha (human) kinase inhibition; P48426; 1.2% of 330,000 active; max response, %; PI5P4Kalpha enzyme, ADP-Glo luminescence, 60 min; active compounds read low; active = max response of -50% or lower; inconclusive = between -30% and -50%; inactive = -30% or higher; note: value at the top dose of about 77 µM; % is set by controls: 0 for no effect and ±100 for the full control effect
Target sequence (P48426 whole entry, looked up): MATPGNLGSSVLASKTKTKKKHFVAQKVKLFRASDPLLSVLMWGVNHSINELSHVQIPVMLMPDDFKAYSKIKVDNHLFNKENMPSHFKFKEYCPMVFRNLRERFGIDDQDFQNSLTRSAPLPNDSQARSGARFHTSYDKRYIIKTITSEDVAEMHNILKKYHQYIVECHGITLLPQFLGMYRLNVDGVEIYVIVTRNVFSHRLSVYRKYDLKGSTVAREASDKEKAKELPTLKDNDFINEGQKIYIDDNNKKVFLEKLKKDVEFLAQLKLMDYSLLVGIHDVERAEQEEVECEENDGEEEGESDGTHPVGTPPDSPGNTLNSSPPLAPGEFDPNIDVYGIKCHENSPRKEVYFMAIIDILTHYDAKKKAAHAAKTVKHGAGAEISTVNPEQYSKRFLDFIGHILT
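Enzyme plus substrate dispensed, test compounds pinned in, then ATP (5 microM final) added. After 60 min at RT, ADP-Glo reagent 1 for 45 min and reagent 2 for 30 min preceded luminescence imaging.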
FUS suppressor: rescues growth of FUS-expressing yeast | S. cerevisiae FUS-expressing, growth rescue, OD600, 24 h | Potency, µM (highest dose often 76.6 µM), for inactives: top-dose growth rescue (activation), usual class: activators | 0.24% of 390,000 active;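 note: potency is the fitted concentration of half-maximal effect; plate controls were DMSO vehicle for no effect and reference control for full effect; nearly all actives have a fitted effect of over 55% in size; some results filed as inactive show a strong effect at the top dose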
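S. cerevisiae expressing FUS from galactose induction served as the toxicity model. Growth after 24hr at 30C, read as absorbance at 600 nm, indicates suppression of toxicity; compounds dosed at several concentrations.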
PLK1 PBD block: inhibitors of human PLK1 polo-box domain binding; Potency, µM, inactives show max response, negative = inhibition, most hits filed as inhibitors; Plk1 PBD binding of FITC phosphopeptide, fluorescence polarization; 2.8% of 360,000 active; AID 720504; note: potency is the fitted concentration of half-maximal effect; series mostly up to about 57 µM; % is set by controls: 0 for no effect and ±100 for the full control effect; nearly all actives have a fitted effect of over 65% in size
Target sequence (P53350 whole entry, looked up, the tested form may be a part): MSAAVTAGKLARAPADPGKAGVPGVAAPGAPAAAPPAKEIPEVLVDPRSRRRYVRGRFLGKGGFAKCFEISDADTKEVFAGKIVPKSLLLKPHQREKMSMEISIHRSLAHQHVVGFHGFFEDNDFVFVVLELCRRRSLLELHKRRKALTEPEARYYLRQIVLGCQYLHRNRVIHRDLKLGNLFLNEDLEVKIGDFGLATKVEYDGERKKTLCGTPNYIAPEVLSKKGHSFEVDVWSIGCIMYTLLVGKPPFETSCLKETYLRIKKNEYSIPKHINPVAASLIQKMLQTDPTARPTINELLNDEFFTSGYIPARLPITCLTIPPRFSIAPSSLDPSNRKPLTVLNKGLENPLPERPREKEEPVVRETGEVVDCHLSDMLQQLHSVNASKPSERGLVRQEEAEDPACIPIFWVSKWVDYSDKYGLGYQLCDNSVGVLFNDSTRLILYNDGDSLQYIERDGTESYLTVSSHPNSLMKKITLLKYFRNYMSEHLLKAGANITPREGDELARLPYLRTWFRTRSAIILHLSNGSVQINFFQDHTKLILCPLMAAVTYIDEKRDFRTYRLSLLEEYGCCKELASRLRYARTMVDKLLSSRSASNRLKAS
EPAC1 antag: antagonists of human EPAC1 | O95398 | EPAC1 GEF assay, Rap1b-BODIPY-GDP exchange fluorescence | Potency, µM (series often up to 115 µM), inactives show at the highest dose activity change, negative = inhibition, most hits filed as inhibitors | 0.14% of 360,000 active;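 note: potency is the fitted concentration of half-maximal effect; plate controls were vehicle for no effect and positive control for full effect; nearly all actives have a fitted effect of over 50% in size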
WRN helicase inh: inhibitors of human WRN helicase | Q14191 | WRN helicase unwinding, fluorescent forked duplex, kinetic | Potency, µM (top dose mostly 114 µM), inactives show at the top dose activity change, negative = inhibition, hits mostly inhibitors | 0.46% of 360,000 active | AID 651768; note: potency is the fitted concentration of half-maximal effect; % is set by controls: 0 for no effect and ±100 for the full control effect; nearly all actives have a fitted effect of over 55% in size
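Kinetic red-fluorescence monitoring (525/598 nm) tracks WRN helicase activity after 100 nM fluorophore-quencher forked duplex and 2 mM ATP are added to 20 nM enzyme pretreated 15 min at room temperature with compound.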
Abeta rescue: A-beta toxicity reversal in yeast. AID 1347071. Potency, µM (highest dose often 46.1 µM), for inactives: at the top dose growth rescue, usual class: activators. 0.063% of 410,000 active. yeast expressing A-beta42, growth rescue, OD600, 48 h; response scale: 0% DMSO, 100% iron-clioquinol control; note: potency is the fitted concentration of half-maximal effect; nearly all actives have a fitted effect of over 55% in size
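Growth rescue measured by 600 nm absorbance after 48 h yeast culture at 30 C with compound. Values normalized between DMSO and an equimolar ferric chloride plus clioquinol control.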
aSyn rescue: alpha-synuclein toxicity inhibition in yeast | 0.14% of 370,000 active | Yeast expressing alpha-synuclein, growth rescue, BacTiter-Glo, 24 h | AID 652106 | Potency, µM (highest dose often 46.1 µM), for the others: top-dose growth rescue (activation), usual class: activators; note: potency is the fitted concentration of half-maximal effect; % of control where 0% means no effect; nearly all actives have a fitted effect of over 65% in size
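Rescue of yeast growth: cells expressing toxic alpha-synuclein, induced in galactose at OD600 0.02, incubated with compound 24 h at 30 C. ATP luminescence quantified growth; inhibitors of toxicity appear as activators.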
EPAC1 agonist: agonists of human EPAC1; O95398; EPAC1 agonist qHTS, biochemical assay; response scale: 100% = response to 6.5 mM cAMP; Potency, µM (titrated, usually from 154 µM), for inactives: at the highest dose activation, actives largely listed as activators; 0.073% of 360,000 active; AID 720707; note: potency is the fitted concentration of half-maximal effect; nearly all actives have a fitted effect of over 60% in size
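Read-out is the fluorescence drop as BODIPY-GDP leaves Rap1B (480 nm excitation, 540 nm emission), recorded every 5 minutes over 30 minutes. Reactions held 100 nM EPAC1, 250 nM Rap1B–BODIPY-GDP and 50 uM GDP, with 6.5 mM cAMP setting full activation.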
An asterisk follows results filed as active; u = inconclusive; x = no result given; [ ] = remark or other dose. Unless noted, calls come from the whole dose curve; as a rule, active = well fitted curve in the direction sought with a large enough effect; inconclusive = small, poorly fitted or top-dose-only effect, or another doubt; inactive = no such curve, though single readings can be large; an effect the other way counts as inactive or inconclusive.

SMILES | IL2 activator | PI5P4K alpha inh | FUS suppressor | PLK1 PBD block | EPAC1 antag | WRN helicase inh | Abeta rescue | aSyn rescue | EPAC1 agonist
O=C(CSc1nnc(-c2ccncc2)o1)Nc1cccc(F)c1 | 1.2 | 6 | -11% | -2% | 4% | 2% | -2% | -9% | 0%
CNC(=S)N(CCc1c(C)[nH]c2ccc(C)cc12)Cc1cc(OC)c(OC)c(OC)c1 | -2.6 | -3 | u | 3% | -12% | -12% | 11% | 8% | -4%
Nc1nonc1-n1nnc(C(=O)N/N=C/c2c(Cl)cccc2Cl)c1CSC1=NCCS1 | -0.1 | -7 | 16% | -13% | 21% | -6% | -6% | -1% | 11%
O=C(Cc1cn2ccsc2n1)Nc1cccc2cnccc12 | -0.3 | 1 | 9% | -3% | -11% | 0% | 16% | 0% | 11%
CS(=O)(=O)c1ccc(CNC(=O)[C@]2(C(F)(F)F)C[C@H](CCc3ccccc3)CCCO2)cc1 | 0.3 | 2 | 36% | -3% | -20% | -14% | -8% | 14% | -3%
Oc1[nH]c2ccccc2c1N=NC(=S)NCCc1ccccc1 | 1.0 | 0 | x | -26% | -17% | -21% | 12% | -2% | 17%
CCc1ccc(-c2nc(SCC(=O)c3c(N)n(C)c(=O)n(C)c3=O)n[nH]2)cc1 | 0.4 | -14 | 10% | -7% | -4% | u | -9% | -6% | 7%
O=C(Nc1ccc(N2CCOCC2)cc1)c1ccc(Cl)nc1 | 0.4 | -5 | 9% | -7% | -1% | 8% | -4% | 1% | 1%
O=C(Nc1ccnn1C1CCN(Cc2c(F)cccc2Cl)CC1)C1CCCC1 | 3.5 | -5 | 14% | 0% | 3% | -3% | 7% | 3% | 0%
C=CCOc1ccc(C2NC(=S)NC(C)=C2C(=O)c2ccccc2)cc1OC (configuration not stated) | -1.5 | -7 | u | -10% | -16% | 2% | -21% | -6% | 4%
COc1ccc(CCn2c(-c3cccc([N+](=O)[O-])c3)nc3nc4ccccc4nc32)cc1OC | -7.3 | -8 | x | -17% | 0% | -19% | 4% | -2% | 7%
Cc1ccc(CCNS(=O)(=O)c2c(C)nc3sccn3c2=O)cc1 | -1.4 | 0 | -23% | -5% | -6% | -7% | 19% | 1% | -8%
Cc1ccc(C(=O)NCCNS(=O)(=O)c2ccccc2)cn1 | 0.1 | 6 | 6% | 6% | 13% | -5% | 8% | 3% | 6%
O=C(NCc1ccco1)c1cc(S(=O)(=O)NC2CC2)ccc1Br | -0.3 | -7 | -4% | 3% | -7% | -2% | 9% | 7% | 3%
COc1ccc(COC[C@H](C)[C@H](O)[C@@H](C)[C@H]2OC(=O)[C@@H]2C)cc1 | -0.4 | 1 | -25% | -17% | -2% | 6% | -5% | -1% | -12%
Cc1ccc(CN(Cc2ccco2)S(=O)(=O)c2ccc(S(=O)(=O)NCC3CCCO3)cc2)cc1 (configuration not stated) | -0.3 | 5 | x | -6% | 1% | -10% | 8% | -20% | 1%
Cc1cc(C)cc(NC(=O)C(C)N2C(=O)c3ccccc3C2=O)c1 (configuration not stated) | -0.2 | -2 | -3% | -3% | 1% | 4% | 4% | 7% | -3%
O=C(Nc1sc2c(c1C(=O)NCC(O)CO)CCCC2)c1ccccc1 (configuration not stated) | -0.3 | 5 | 18% | -3% | 2% | 1% | -5% | 3% | 6%
CC(=O)c1ccc(Nc2nc(CN)cs2)cc1 | -0.6 | 0 | -11% | -11% | -9% | 6%[57.1 µM] | -9% | u | 6%
O=C(NCc1ccncc1)C(=O)NCC1OCCN1S(=O)(=O)c1ccc(F)cc1 (configuration not stated) | -0.6 | -3 | 23% | 3% | 1% | 0% | 5% | 1% | 7%
COC(=O)c1ccc(NC(c2ccc(Cl)cc2)P(=O)(OC)OC)cc1 (configuration not stated) | -1.9 | -7 | -5% | 3% | -16% | -8% | 18% | 16% | 6%
CC(=O)N1CCN(c2ccc(NCc3ccc(Br)o3)cc2)CC1 | -0.1 | x | 22% | x | 3% | x | -13% | x | -18%
O=C(NCC1CC1)c1cc2c(c(-c3cccc(-c4ccccc4F)c3)n1)[C@H](CCO)N(C(=O)CC1CC1)C2 | -0.7 | -2 | u | -14% | -5% | -2% | 9% | 0% | -2%
O=C(c1ccc(=O)[nH]n1)N1CCN(S(=O)(=O)c2cccc(F)c2)CC1 | 0.1 | 5 | 16% | -8% | 2% | -7% | 6% | -1% | 1%
O=C(Nc1ccc(Cl)cn1)Nc1ccccc1Cl | -3.6 | 22 | 5% | -2% | 21% | 2% | -14% | 9% | -3%
Other structures.
SMILES | IL2 activator | PI5P4K alpha inh | FUS suppressor | PLK1 PBD block | EPAC1 antag | WRN helicase inh | Abeta rescue | aSyn rescue | EPAC1 agonist
COc1ccc(Cl)cc1NC(=O)C(C)NC(c1ccccc1)c1ccccc1 (configuration not stated) | -0.5 | 15 | x | 3% | -14% | -14% | 21% | 4% | -6%
Cc1nn(-c2ccc3ccccc3c2)c(=O)c2ccccc12 | -1.3 | 3 | 7% | -13% | -23% | -10% | -30%[inhibitor] | 8% | -11%
O=C(CNC(=O)c1ccccc1)OCc1cccc([N+](=O)[O-])c1 | -1.0 | 6 | 11% | -5% | 4% | -6% | -10% | -2% | -3%
CO[C@@H]1CN(C)C(=O)c2cc(NS(=O)(=O)c3ccc(C)cc3)ccc2OC[C@H](C)N(Cc2nccs2)C[C@H]1C | 0.7 | u | 18% | -11% | 13% | 0% | -9% | 2% | -3%
Cc1ccc(C)c(N2C(=O)CC(N3CCN(Cc4ccc5c(c4)OCO5)CC3)C2=O)c1 (configuration not stated) | -2.4 | x | 0% | -10% | 17% | 2% | -15% | -3% | 5%
COc1cc2c(C(=O)N(C)c3ccc(F)cc3)cn(C)c(=O)c2cc1OC | -3.3 | -9 | 18% | -18% | u | 9% | -8% | 1% | -5%
COc1ccc(C)cc1NC(=O)C(OC(=O)CNC(=O)c1cccc(F)c1)c1ccccc1 (configuration not stated) | 0.3 | 5 | -9% | u | -5% | -11% | -6% | -5% | -20%
CCC(CC)C(=O)Nc1c2c(nn1-c1ccc(C)cc1)CS(=O)(=O)C2 | -0.1 | -2 | 12% | -14% | -2% | 13% | -21% | 0% | 8%
CCOc1ccc(NC(=O)CN(C)C(=O)Cc2sc(C)nc2-c2ccc(F)cc2)cc1OCC | -0.5 | -1 | x | 0% | 5% | 9% | 1% | -6% | -1%
COc1ccc(-c2noc(C(C)NC(=O)c3ccco3)n2)cc1OC (configuration not stated) | 0.1 | 3 | 15% | -11% | -11% | 5% | -20% | 4% | 0%
CSc1cccc(NC(=O)CCCNC(=O)c2ccc(Cl)cc2)c1 | 2.9 | 0 | 0% | -7% | -17% | -8% | 5% | 11% | -9%
Cn1c2cc(Br)sc2c2cnn(Cc3c(F)cccc3Cl)c(=O)c21 | 1.7 | x | 15% | x | -12% | x | 7% | x | 7%
CCCC(=O)C1=C(O)C(C(=O)OC)C(C)(C)CC1=Nc1ccccc1 (configuration not stated) | 0.0 | 2 | 7% | -7% | -26% | -28% | -7% | -1% | -2%
CN1CCN(C2CN(Cc3ccccc3)S(=O)(=O)C2)CC1 (configuration not stated) | 0.9 | -2 | -16% | -2% | 6% | -5% | -6% | 0% | 9%
CCP(=O)(c1ccccc1)C(C)(C)O (configuration not stated) | -0.9 | 1 | -25% | 3% | 15% | -5%[57.1 µM] | 18% | 8% | 4%
CC(C)C(N)c1csc(Nc2cc(Oc3ccccc3)ncn2)n1 (configuration not stated) | -0.2 | -3 | -13% | 3% | 1% | 1% | 1% | 2% | -1%
O=C(NCC(=O)N(Cc1ccco1)C(C(=O)NC1CCCC1)c1cccnc1)c1ccco1 (configuration not stated) | 1.4 | 0 | 1% | -9% | -4% | -28% | 3% | -6% | 3%
CC(=O)c1ccc(NC(=O)C(C)OC(=O)C2CC(=O)N(c3ccc4c(c3)OCCO4)C2)cc1 (configuration not stated) | 1.4 | 5 | x | -4% | -12% | -26% | -5% | 0% | 9%
Cc1ccc(COc2ccsc2C(=O)O)cc1 | -1.1 | 0 | -19% | -2% | 5% | -6% | -19% | 1% | 0%
COc1ccc(CCNC(=O)CSc2cccc3cccnc23)cc1OC | -0.6 | 1 | 16% | u | -10% | -12% | -11% | 1% | -13%
S=c1[nH]nc(-c2cc(-c3ccco3)[nH]n2)n1-c1ccccc1 | 0.7 | -10 | 13% | -17% | -12% | -3% | -9% | 2% | 7%
CN1OC[C@@H]2CN(C(=O)C(C)(C)C)[C@H](c3cccc(Br)c3)C[C@@H]21 | 0.1 | 5 | -22% | -3% | -6% | -6% | 14% | 2% | 9%
CC(=O)c1cccc(N=c2scc(-c3ccc(S(=O)(=O)N4CCOCC4)cc3)n2CCO)c1 | -0.8 | -15 | x | u | -14% | -1%[11.6 µM] | 24% | 2% | 18%
CC(=O)NC12CC3CC(C1)CC(C(=O)OCC(=O)Nc1ncc(Cl)cc1Cl)(C3)C2 | -2.1 | -13 | 17% | -16% | -10% | -17% | 0% | 0% | 5%
Cc1ccc(OCc2cc(C(=O)NCCn3cccn3)no2)cc1C | -2.4 | 0 | 8% | 2% | 16% | 4% | -11% | 8% | -3%
c1ccc2sc(NN=C3CCCC3)nc2c1 | -0.5 | -7 | -8% | 27µM* | 0% | -3%[57.1 µM] | -13% | 0% | 4%
COC(=O)C(C)Oc1ccc(-c2nccc(-c3ccc(F)cc3)n2)cc1 (configuration not stated) | -0.8 | 25 | u | 4% | -3% | -6% | 24% | 1% | -3%
Cn1nnnc1NN=Cc1ccccc1 | -1.8 | -23 | -19% | -1% | -5% | -7% | -8% | 7% | -5%

Structures from the list above that have a nitro group on carbon, in the order listed:
SMILES | IL2 activator | PI5P4K alpha inh | FUS suppressor | PLK1 PBD block | EPAC1 antag | WRN helicase inh | Abeta rescue | aSyn rescue | EPAC1 agonist
COc1ccc(CCn2c(-c3cccc([N+](=O)[O-])c3)nc3nc4ccccc4nc32)cc1OC | -7.3 | -8 | x | -17% | 0% | -19% | 4% | -2% | 7%
O=C(CNC(=O)c1ccccc1)OCc1cccc([N+](=O)[O-])c1 | -1.0 | 6 | 11% | -5% | 4% | -6% | -10% | -2% | -3%
